# Compound activity from PubChem BioAssay.
# dFosB activator: activators of mouse delta FosB homodimer | AID 493131 | 340,000 tested, 0.99% active | purified delta FosB, TAMRA-CDK5 oligo fluorescence polarization; percent of positive-control signal above neutral wells | activation, % at 25 µM;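 active = mean activation above about 17%, with every replicate also reaching it, limit read from the data, passing the limit was not always enough; inconclusive = only one of the two conditions met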;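 also: fluorescence polarization rise as delta FosB binds a TAMRA Cdk5 AP-1 oligo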
# HTR5A ag: HTR5A agonism, opioid heterodimer counter-screen. HTR5A agonist assay, luminescence, cell-based. activation, % at 9.3 µM. 340,000 tested, 0.61% active; in the data active = activation mostly above about 9.5%, no sharp cut-off; inactive = mostly below about 7.6%;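 also: 0% = cells with vehicle only and 100% = reference agonist; strong numbers were not always called active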
# Target sequence (P47898 whole entry, looked up): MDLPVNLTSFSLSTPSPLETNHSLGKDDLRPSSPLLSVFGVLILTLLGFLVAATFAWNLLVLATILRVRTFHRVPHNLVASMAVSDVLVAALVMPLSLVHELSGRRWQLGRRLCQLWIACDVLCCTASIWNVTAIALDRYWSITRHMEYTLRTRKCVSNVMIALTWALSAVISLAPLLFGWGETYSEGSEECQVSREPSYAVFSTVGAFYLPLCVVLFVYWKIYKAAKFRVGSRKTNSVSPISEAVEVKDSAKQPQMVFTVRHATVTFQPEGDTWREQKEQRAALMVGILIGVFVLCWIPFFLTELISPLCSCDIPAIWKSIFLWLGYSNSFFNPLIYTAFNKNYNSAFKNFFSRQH
# Rtt109 HAT inh: C. albicans Rtt109 histone acetyltransferase inhibition | inhibition, % at 34.9 µM | AID 540336 | 330,000 tested, 0.16% active | Q5AAJ8 | purified Rtt109/Vps75, ThioGlo CoA-SH fluorescence, 4 h;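 active = inhibition of at least 50% in every replicate; inconclusive = best replicate reaches 50% inhibition but some replicates fall short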
# cardiac RTF act: cardiac RTF calcium sensitization | 340,000 tested, 0.24% active | AID 493008 | P19429+P45379 | activation, % at 7.2 µM | IANBD-labeled TnC RTF fluorescence at EC20 calcium; 0% EC20 calcium, 100% full calcium;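 active = activation above the mean over all tested compounds plus 3 SD, cut at about 30% in these data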;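 also: rise in fluorescence read as greater calcium sensitivity of cardiac thin filaments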
# PvdQ acylase: blocks Pseudomonas aeruginosa PvdQ acylase activity; 340,000 tested, 0.063% active; purified PvdQ acylase, fluorescence plate reader; inhibition, % at 10 µM; in the data active = inhibition above about 30%, passing the limit was not always enough; inconclusive = no clear call, values can overlap the other calls;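 also: 0% = vehicle neutral wells and 100% = reference inhibitor wells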
# MITF TRPM1 HTS: increases MITF-driven TRPM1 promoter luciferase signal. SK-MEL-5 TRPM1-promoter luciferase, 24 h; % of positive control, neutral wells = 0. activation, % at 12.5 µM. 300,000 tested, 0.75% active;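 active = mean activation of at least 80% with every replicate also reaching 80%; inconclusive = mean reaches 80% but some replicate falls short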;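 also: 0% = neutral control wells and 100% = parthenolide positive control wells; values of inactives mirror those of a sister screen read the other way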
# CDK5 p35 inh: CDK5/p35 (human) kinase inhibition. inhibition, % at 10 µM. Recombinant CDK5/p35, ADP-Glo luminescence, 60 min. 330,000 tested, 0.01% active. Q00535+Q15078;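 active = highest replicate inhibition of at least 50% and at least 75% of replicates reaching 50%; inconclusive = only one of the two criteria met; inactive = both criteria failed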;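 also: plate controls were DMSO neutral control for no effect and GW8510 at 10 µM for full effect; many of its hits are not listed in these tables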
# SR-BI HDL uptake: inhibitors of mouse SR-BI mediated HDL lipid uptake; Q61009; ldlA[mSR-BI] CHO cells, DiI-HDL uptake fluorescence, 3 h; inhibition, % at 12.5 µM; 320,000 tested, 0.96% active; AID 488896;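 active = mean replicate inhibition of at least 70% and a set share of replicates each scoring 70 or more; inconclusive = meets just one of the two criteria; inactive = fails both criteria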;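 also: 0% = median of neutral control wells and 100% = median of positive control wells; values of inactives mirror those of a sister screen read the other way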
# Target sequence (Q61009 whole entry, looked up): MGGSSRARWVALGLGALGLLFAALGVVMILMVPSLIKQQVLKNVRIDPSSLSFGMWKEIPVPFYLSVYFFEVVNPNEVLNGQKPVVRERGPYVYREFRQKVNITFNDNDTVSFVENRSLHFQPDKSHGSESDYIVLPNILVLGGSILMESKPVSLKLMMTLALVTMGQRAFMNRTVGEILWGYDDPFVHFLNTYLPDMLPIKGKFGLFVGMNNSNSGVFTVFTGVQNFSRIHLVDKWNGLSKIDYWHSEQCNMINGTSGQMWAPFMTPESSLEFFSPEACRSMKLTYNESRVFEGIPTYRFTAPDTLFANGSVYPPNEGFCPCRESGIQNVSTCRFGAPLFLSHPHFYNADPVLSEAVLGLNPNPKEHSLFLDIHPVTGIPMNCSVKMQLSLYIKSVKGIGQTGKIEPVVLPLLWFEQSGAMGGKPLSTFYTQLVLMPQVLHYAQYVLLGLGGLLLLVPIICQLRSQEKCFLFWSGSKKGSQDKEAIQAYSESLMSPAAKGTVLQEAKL
# Wnt act: activates Wnt/beta-catenin signaling in a reporter cell assay; activator, plate reader; activation, % at 9.35 µM; 300,000 tested, 1.2% active; AID 743398; in the data active = activation above about 30%, passing the limit was not always enough; inconclusive = no clear call, values can overlap the other calls;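 also: 0% = neutral control wells and 100% = positive control wells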
# SR-BI DiI-HDL act: activators of SR-BI mediated HDL lipid uptake. CHO ldlA[mSR-BI] cells, DiI-HDL uptake fluorescence, 3 h; 100 = double the neutral-control signal. activation, % at 12.5 µM. 320,000 tested, 0.096% active;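 active = mean replicate activation of at least 60% and every replicate at or above 60%; inconclusive = mean or all-replicate condition met, but not both; inactive = mean below 60% and not all replicates reaching 60%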;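 also: 0% = median plate neutral-control signal and 100% = twice that signal; values of inactives mirror those of a sister screen read the other way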
#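 Material – SR-BI-overexpressing, LDLR-lacking CHO cells · Medium – BSA-supplemented, HEPES-buffered Ham's F12, pH 7.4 · Doses – single concentration · Times – compound with DiI-HDL co-incubation, 3 h at 37 °C · Measured by – bottom-read fluorescence, 550/595 nm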
# * = called active by the depositor; ? = inconclusive; nt = not tested or not shown.
SMILES,dFosB activator,HTR5A ag,Rtt109 HAT inh,cardiac RTF act,PvdQ acylase,MITF TRPM1 HTS,CDK5 p35 inh,SR-BI HDL uptake,Wnt act,SR-BI DiI-HDL act
O=[N+]([O-])c1cccc(-c2nnc(C34CC5CC(CC(C5)C3)C4)o2)c1,2.9,3.4,-0.3,0.6,-0.5,21.3,-0.1,7.9,-3.9,-7.9
C[C@]12CCC(=O)C=C1C=C[C@@H]1[C@@H]2CC[C@@]2(C)[C@H]1CC[C@@]21CCC(=O)O1,-6.6,4.3,2.1,-6.3,-5.0,-7.4,0.9,0.5,-0.8,-0.5
Cc1cc(C(=O)N(C)CC(=O)Nc2ccccc2C(F)(F)F)c(C)o1,-7.1,5.1,nt,1.1,-13.1,nt,0.3,-4.2,nt,4.2
O=C(NC(=S)Nc1ccc(F)c([N+](=O)[O-])c1)c1ccccc1F,-3.6,-0.2,0.8,6.5,4.0,16.7,-0.5,-3.7,1.7,3.7
COc1ccc(/C=C/C(=O)OCC(=O)NCc2ccco2)cc1OC,0.8,-0.8,7.8,-0.5,-9.7,-0.5,1.5,6.3,-0.1,-6.3
O=C1CSC(c2cn(-c3ccccc3)nc2-c2cc3ccccc3oc2=O)N1Cc1ccccc1 (stereo not drawn),-3.2,-6.3,-7.2,0.6,-14.0,-5.5,1.1,6.3,nt,-6.3
CC(C)CC(=O)Nc1sc2c(c1C(=O)O)CCCCC2,-1.3,-1.7,-0.1,-0.5,-1.9,0.9,0.5,-18.1,-0.2,18.1
CCCCNC(=O)c1ccccc1SCC(=O)NC1CCCCCCC1,-8.6,-1.3,1.8,0.4,-2.1,-9.7,-0.9,0.5,-4.1,-0.5
Cc1cc(C)n2nc(C(=O)OCC(=O)c3ccccc3Cl)nc2n1,-1.4,-11.4,-4.0,-1.3,-17.3,4.7,-0.7,-9.2,0.2,9.2
Cc1ccccc1NC(=O)NC1CCS(=O)(=O)C1 (stereo not drawn),-0.4,3.6,-20.9,-1.0,-9.2,nt,-0.6,nt,-0.2,nt
CSc1nnc(NC(=O)c2cc3ccccc3oc2=O)s1,0.6,0.5,4.9,-0.2,-12.4,nt,-2.2,6.8,-1.2,-5.7
C(#Cc1ccc(C#CCN2CCOCC2)cc1)CN1CCOCC1,-1.3,5.5,-6.5,-5.8,4.9,1.5,-0.5,-38.3,-0.6,38.3
CC1CCN(c2ccc([N+](=O)[O-])cn2)CC1,-11.2,1.1,-0.3,-1.2,0.6,4.8,-0.7,-100.9,-1.1,?
Cc1ccsc1C(=O)N1CC=C(c2ccccc2)CC1,-2.7,0.1,2.1,0.9,-18.2,9.2,-2.3,-8.7,-0.2,8.7
CCOc1ccc(CCNC(=O)COC(=O)c2ccncc2)cc1OCC,-1.5,1.8,6.1,-3.3,5.6,-4.7,0.3,4.2,1.6,-4.2
CC(=O)c1ccc(N(CC(=O)NC2CCCCC2)C(=O)CNC(=O)c2cccs2)cc1,-3.9,1.2,0.5,-2.0,-6.2,3.4,0.7,-13.8,-2.1,13.8
CCN(CC)c1ccc(C2NCC(c3ccc([N+](=O)[O-])cc3)O2)cc1 (stereo not drawn),0.2,3.5,14.6,2.2,-6.7,13.6,0.0,7.5,nt,-7.5
COc1cc(/C=C/CNC[C@H]2O[C@@H](n3cnc(C(N)=O)n3)[C@H](O)[C@@H]2O)ccc1O,7.1,-4.0,5.4,1.7,4.2,-9.0,1.1,-8.1,-2.0,8.1
Cc1ccc(S(=O)(=O)N2CCN(C(=O)c3ccc([N+](=O)[O-])cc3)C2)cc1,-0.8,-4.9,2.1,-1.0,-11.2,7.5,-2.0,-1.0,-1.4,1.0
CC(=O)OCc1ccccc1Sc1ccccc1C(=O)NCc1ccccc1,-3.0,-3.6,2.5,-8.0,-11.1,2.6,1.0,17.8,0.9,-17.8
CN(CC(=O)Nc1ccccc1Cl)C(=O)c1cc(-c2cccs2)nn1-c1ccccc1,-9.3,-0.5,2.6,-6.8,-15.0,6.8,-3.6,-13.5,1.1,13.5
Cc1ccc(N(C(=O)CNC(=O)c2ccco2)C(C(=O)NC2CCCCC2)c2cccnc2)cc1F (stereo not drawn),-14.5,1.1,4.5,-6.0,-2.5,-11.8,-0.4,-14.6,-4.0,14.6
CC12CCC(C(=O)Nc3ccccc3N3CCOCC3)(CC1=O)C2(C)C (stereo not drawn),-9.8,-8.8,-3.2,6.1,-11.7,-6.0,-0.7,-7.8,nt,7.8
O=c1c2ccccc2nc(CSc2nnnn2-c2ccccc2)n1-c1cccc(C(F)(F)F)c1,-5.8,0.6,4.4,5.1,1.8,-2.6,6.0,-22.0,nt,22.0
Brc1cccc(CNCC2CCCO2)c1 (stereo not drawn),2.2,4.9,2.7,0.9,13.3,0.2,-0.6,2.2,-1.3,-2.2

# Going on with the list.
SMILES,dFosB activator,HTR5A ag,Rtt109 HAT inh,cardiac RTF act,PvdQ acylase,MITF TRPM1 HTS,CDK5 p35 inh,SR-BI HDL uptake,Wnt act,SR-BI DiI-HDL act
Cc1nn(-c2ccccc2)c2nc(C(Cl)(Cl)Cl)[nH]c(=O)c12,2.0,0.9,-5.3,0.2,-5.9,1.8,1.2,-2.5,0.3,2.5
COc1ccc(S(=O)(=O)Cc2ccc(C(=O)NCc3ccccc3)o2)cc1,-2.8,-0.5,-3.1,2.0,-5.2,-8.9,0.0,-4.4,-2.5,4.4
CCO/C=N/c1c(C#N)c(CC#N)nn1-c1ccccc1,-5.7,-0.6,-1.5,-2.4,-10.6,nt,0.4,-20.4,nt,20.4
O=C(COC(=O)CN1C(=O)C(=O)c2ccccc21)OCN1C(=O)c2ccccc2C1=O,1.6,-0.5,-1.1,-1.2,-6.0,-8.9,0.9,-33.3,nt,33.3
COCCn1c(SCC(=O)Nc2ccc(OC)c(S(N)(=O)=O)c2)nc2ccccc2c1=O,-3.0,3.2,-10.9,1.3,-8.4,-12.9,-2.5,23.5,-1.1,-23.5
O=C(CCC1CCCN(C(=O)CCN2CCCCC2=O)C1)NCc1ccccc1F (stereo not drawn),6.3,-1.2,-3.0,3.0,-0.2,5.5,-0.4,-13.3,0.3,13.3
CC1CCCCC1NC(=O)COC(=O)c1cc(=O)c2ccccc2o1 (stereo not drawn),1.7,-3.1,-9.8,3.0,-17.2,-6.0,-2.3,-10.4,-0.9,10.4
COc1ccc(/C=N\NC(=O)c2sccc2C)cc1Cn1nc(C)cc1C,-9.6,-0.5,16.2,-4.5,-5.2,-20.6,-0.2,-7.3,7.4,7.3
O=C(O)c1ccccc1/C=N/NC(=O)c1cc(-c2ccco2)nc2ccccc12,-13.3,2.0,-14.2,-2.8,-1.8,-5.1,-0.3,-5.3,0.5,5.3
CC(C)CCNc1nc(N)c([N+](=O)[O-])c(NC2CCCCC2)n1,-2.5,4.8,-1.2,5.2,-16.8,9.7,-0.6,13.9,0.7,-13.9
CC1(Cc2ccc3c(c2)OCO3)NC(=O)NC1=O (stereo not drawn),-6.8,0.8,-7.1,10.5,-12.8,nt,-3.0,-15.7,-3.2,15.7
CCNc1nc(NC(C)C)nc(SCCOC(=O)c2ccccc2)n1,-12.0,5.5,4.8,0.6,-16.5,4.2,0.4,1.4,-0.6,-1.4
CC(=O)c1ccc2c(c1)Cc1cc(C(C)=O)ccc1-2,-11.9,8.7,-6.1,-1.3,8.8,93.0*,nt,-7.7,45.8*,7.7
COc1ccc(/C=N/NC(=O)c2cccc(NC(=O)c3ccc(Cl)cc3)c2)c(OC)c1,7.5,3.8,-2.0,3.4,-13.4,9.1,-0.5,?,7.4,-71.2
COc1cc(C(N)=O)cc(Br)c1OCc1ccccc1,-19.2,-6.6,1.0,-2.1,-6.8,21.2,0.2,16.3,-0.9,-16.3
COc1cccc(C2C(C(=O)Nc3nc4ccccc4s3)=C(C)NC3=C2C(=O)CC(C)(C)C3)c1OC (stereo not drawn),0.3,14.3,-5.7,2.7,5.1,-9.9,1.7,-0.4,-0.8,0.4
O=C(NCC(c1ccco1)N1CCCC1)c1sc2cc(F)ccc2c1Cl (stereo not drawn),-2.7,-2.1,1.7,6.3,-21.2,13.1,-4.4,3.9,1.1,-3.9
Cn1ccnc1SCCNC(=O)C1CCC(=O)N(Cc2ccc(Cl)cc2)C1 (stereo not drawn),5.7,-0.5,3.7,-2.5,2.6,-3.6,nt,-2.2,0.0,2.2
CCCCC1=CC2=CC(=O)C(C)(OC(=O)CC)C(=O)C2=CN1CCc1c[nH]c2ccccc12 (stereo not drawn),-7.6,7.2,-10.8,0.1,9.1,-15.4,0.8,21.5,-0.8,-21.5
Cc1cccc(-n2c(=O)[nH]c3c(C(N)=O)nc(C(C)C)nc32)c1,-7.8,3.1,-5.8,14.4,-3.2,5.6,-0.7,-0.5,nt,0.5
COc1ccc(-c2csc3ncnc(N4CCN(S(=O)(=O)c5ccc(C)cc5)CC4)c23)cc1,0.3,7.0,-3.7,-3.6,-16.1,-1.9,0.9,-5.5,-2.8,5.5
CCc1ccccc1N(CC(=O)N1CCCCCC1)S(C)(=O)=O,5.9,-0.5,4.1,1.5,-17.2,nt,0.7,-4.3,-0.7,4.3
Cc1cc(-c2ccccc2C(=O)O)on1,-2.9,1.2,10.4,13.6,-5.5,nt,-1.1,-32.6,2.2,32.6
CC(C)(C=O)Cc1cc(C(C)(C)C)c(O)c(C(C)(C)C)c1,-0.9,2.5,2.5,-3.4,-4.8,-0.8,0.0,-2.1,1.4,2.1
CC(C)CC(=O)c1c[nH]c(C(=O)NCc2ccc(F)cc2)c1,2.6,-2.1,8.8,3.3,-19.2,-16.2,0.5,8.7,0.6,-8.7

# The listing continues.
SMILES,dFosB activator,HTR5A ag,Rtt109 HAT inh,cardiac RTF act,PvdQ acylase,MITF TRPM1 HTS,CDK5 p35 inh,SR-BI HDL uptake,Wnt act,SR-BI DiI-HDL act
Cc1ccc2c(CSc3nc4nc(C)cc(C)n4n3)cc(=O)oc2c1,-0.5,2.9,-3.3,3.8,-12.4,-4.6,1.7,20.4,0.1,-20.4
O=C(O)Cc1ccc(NS(=O)(=O)c2ccccc2Cl)cc1,1.2,nt,22.6,nt,0.9,-7.2,-1.1,-9.8,-0.7,9.8
CCn1c(SCC(=O)NC2(C#N)CCCCC2)nc2ccccc2c1=O,-5.0,-4.4,7.4,-7.7,-8.6,4.5,1.4,-12.4,1.4,12.4
COc1ccc(S(=O)(=O)Nc2ncccn2)cc1,-4.3,0.5,1.7,-0.9,-13.6,-4.0,-0.7,18.8,-0.9,-18.8
Cc1noc(C)c1C(=O)N1CCN(c2ccccc2O)CC1,-3.4,-2.2,0.4,2.9,-6.1,-5.2,-3.8,-29.8,4.1,29.8
COC(=O)c1cc(-c2ccccc2)n(CC(=O)O)c1C,-3.0,1.2,8.3,-1.1,-12.6,3.8,0.8,1.1,-2.4,-1.1

# Look-ups from the results shown.
# For HTR5A ag, Cc1noc(C)c1C(=O)N1CCN(c2ccccc2O)CC1 is entered as -2.2
# For CDK5 p35 inh, O=C(O)Cc1ccc(NS(=O)(=O)c2ccccc2Cl)cc1 is entered as -1.1
